# Cav32 inh: Cav3.2 calcium influx blockers – cell-based, Fluo-4 calcium fluorescence, FDSS, MLSMR library, primary screen | Voltage-dependent T-type calcium channel subunit alpha-1H (Homo sapiens), O95180 | 100,000 compounds, 4% hits | Cav3.2-expressing cells; stronger effect = lower value | B-score at 10 µM;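 active means single-dose well whose peak fluorescence ratio is a statistical outlier from its plate by either plate-standardised score or position-corrected B-score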
# Target sequence (O95180 whole entry, looked up): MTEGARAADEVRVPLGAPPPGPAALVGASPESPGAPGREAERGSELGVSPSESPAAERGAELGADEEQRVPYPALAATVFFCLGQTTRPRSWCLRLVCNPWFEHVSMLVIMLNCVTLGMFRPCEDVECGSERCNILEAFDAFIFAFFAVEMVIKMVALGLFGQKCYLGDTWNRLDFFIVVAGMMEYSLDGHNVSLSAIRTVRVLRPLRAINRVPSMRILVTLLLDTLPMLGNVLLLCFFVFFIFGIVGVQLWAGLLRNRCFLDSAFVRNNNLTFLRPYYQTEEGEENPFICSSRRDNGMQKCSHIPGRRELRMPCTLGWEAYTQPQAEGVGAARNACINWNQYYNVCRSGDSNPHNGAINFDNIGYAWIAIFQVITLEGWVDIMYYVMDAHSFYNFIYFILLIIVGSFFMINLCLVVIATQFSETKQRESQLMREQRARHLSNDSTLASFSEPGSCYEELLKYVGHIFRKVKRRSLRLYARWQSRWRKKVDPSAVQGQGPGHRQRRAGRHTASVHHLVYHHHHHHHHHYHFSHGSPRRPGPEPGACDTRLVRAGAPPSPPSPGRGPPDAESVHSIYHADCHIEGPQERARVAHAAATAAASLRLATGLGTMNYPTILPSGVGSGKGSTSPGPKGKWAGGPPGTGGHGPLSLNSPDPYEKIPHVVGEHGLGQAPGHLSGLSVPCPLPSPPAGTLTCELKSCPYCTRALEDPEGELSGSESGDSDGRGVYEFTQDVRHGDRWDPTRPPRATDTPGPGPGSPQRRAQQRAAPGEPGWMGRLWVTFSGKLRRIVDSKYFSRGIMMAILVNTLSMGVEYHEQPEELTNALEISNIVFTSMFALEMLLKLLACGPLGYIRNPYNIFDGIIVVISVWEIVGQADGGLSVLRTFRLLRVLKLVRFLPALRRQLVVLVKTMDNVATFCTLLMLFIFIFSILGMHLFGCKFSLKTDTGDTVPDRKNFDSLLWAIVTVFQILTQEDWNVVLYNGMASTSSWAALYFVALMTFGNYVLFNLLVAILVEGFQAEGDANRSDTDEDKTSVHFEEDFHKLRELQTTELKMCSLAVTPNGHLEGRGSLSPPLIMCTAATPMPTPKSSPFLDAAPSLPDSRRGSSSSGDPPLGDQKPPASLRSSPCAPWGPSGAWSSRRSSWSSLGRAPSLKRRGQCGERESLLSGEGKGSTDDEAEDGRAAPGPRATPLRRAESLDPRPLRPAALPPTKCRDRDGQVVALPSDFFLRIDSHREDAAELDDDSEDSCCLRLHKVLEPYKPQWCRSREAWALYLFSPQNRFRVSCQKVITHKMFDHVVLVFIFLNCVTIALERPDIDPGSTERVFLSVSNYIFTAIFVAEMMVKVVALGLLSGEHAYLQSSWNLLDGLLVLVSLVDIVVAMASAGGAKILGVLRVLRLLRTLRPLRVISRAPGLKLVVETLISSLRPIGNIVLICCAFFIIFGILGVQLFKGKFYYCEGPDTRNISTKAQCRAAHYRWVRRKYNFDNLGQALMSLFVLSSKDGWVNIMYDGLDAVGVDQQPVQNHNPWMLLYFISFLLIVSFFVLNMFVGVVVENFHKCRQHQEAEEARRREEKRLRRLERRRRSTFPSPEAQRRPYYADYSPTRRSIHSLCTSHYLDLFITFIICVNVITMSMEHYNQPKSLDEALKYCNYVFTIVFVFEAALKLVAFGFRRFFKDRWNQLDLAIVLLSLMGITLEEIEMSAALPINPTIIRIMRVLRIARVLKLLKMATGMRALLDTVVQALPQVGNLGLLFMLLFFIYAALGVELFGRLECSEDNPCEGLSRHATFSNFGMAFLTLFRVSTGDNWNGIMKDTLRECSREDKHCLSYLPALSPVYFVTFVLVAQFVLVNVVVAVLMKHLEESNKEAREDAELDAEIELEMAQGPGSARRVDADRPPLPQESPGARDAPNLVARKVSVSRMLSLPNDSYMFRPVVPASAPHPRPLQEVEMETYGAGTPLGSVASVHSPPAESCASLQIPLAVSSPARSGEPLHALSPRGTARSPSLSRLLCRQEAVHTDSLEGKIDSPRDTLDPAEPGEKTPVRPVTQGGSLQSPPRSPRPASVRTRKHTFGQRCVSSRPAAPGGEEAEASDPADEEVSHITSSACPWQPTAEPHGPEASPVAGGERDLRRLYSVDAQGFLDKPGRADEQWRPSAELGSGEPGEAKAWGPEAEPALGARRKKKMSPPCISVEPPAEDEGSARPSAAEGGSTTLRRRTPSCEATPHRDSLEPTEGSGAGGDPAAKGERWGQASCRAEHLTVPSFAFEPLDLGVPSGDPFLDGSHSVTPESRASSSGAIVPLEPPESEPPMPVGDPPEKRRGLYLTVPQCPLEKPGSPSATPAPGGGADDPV
# * marks the source's active call; other numbers are inactive results.
Cav32 inh	SMILES
-0.028	CCOC(=O)c1cnc2ccc(C)cc2c1Nc1ccc(N2CCOCC2)cc1
-8.9*	CCOc1ccccc1N(CC(=O)NC1CCCCC1)C(=O)CCCC(=O)Nc1ccccn1
0.46	Cc1nc2ccc(-c3ccccc3)cc2o1
-0.035	O=C(COc1ccccc1)N1CCN(C(=O)Cc2ccccc2)CC1
-0.056	Brc1ccc(-c2csc(N3CCc4ccccc4C3)n2)cc1
0.33	Cc1ccccc1C(=O)Nc1ccccn1
-0.09	CNC(=O)c1ccc(Nc2nnc(C)c3ccccc23)cc1
1.4	Cc1nn(-c2ccccn2)c2nc(-c3cccs3)cc(C(=O)N3CCOCC3)c12
1.4	Cc1ccc(N2CCN(CC3CC=CCC3)CC2)cc1 (stereo unspecified)
-3.2	S=C(Nc1ccccc1)Nc1nc2ccccc2n1CCOc1ccccc1
-0.018	O=C(CCCN1C(=O)c2ccccc2C1=O)Nc1ccc(S(=O)(=O)N2CCCCC2)cc1
-3.3	c1ccc(CCSc2nccn2-c2ccccc2)cc1
-1.3	CCOC(=O)N1CCN(S(=O)(=O)c2ccc(C(=O)NNc3nc4c(C)cc(C)cc4s3)cc2)CC1
-2.4	O=C(CN1C(=O)CSC1=O)Nc1ccccc1F
-0.41	CCN(CC)c1ncnc2ccc(Br)cc12
-2	CC(C)(C)c1cc(CN2CCN(CCC#N)CC2)cc(C(C)(C)C)c1O
-1.3	COc1ccc(Cl)c(NC(=O)NCCN2CCN(c3ccccc3)CC2)c1
0.59	CCSC(=Nc1ccccc1)C1=C(O)COC1=O
-5.2*	COc1ccc(C(=O)CN2C(=O)c3ccccc3C2=O)c(OC)c1C
0.46	CCOC(=O)N1CCN(C(=O)CSCc2nc(-c3ccccc3C)oc2C)CC1
-0.62	CC1CCCN(C(C(=O)Nc2ccc3c(c2)OCCO3)c2ccccc2)C1 (stereo unspecified)
-4.6*	COc1ccccc1N1CCN(C(=O)C(Sc2ccccc2)c2ccccc2)CC1 (stereo unspecified)
0.74	COc1ccc(-c2ccc(-c3nnn(CC(=O)N4CCOCC4)n3)cc2)cc1
1	CCn1c(=O)cc(OCC(=O)N2CCCC2)c2ccccc21
0.74	Cc1cc(C)c2nc(SC(C)C#N)cc(C)c2c1 (stereo unspecified)
1	CCC1CCCCN1C(=O)CSc1nnc(CNC(=O)c2ccco2)o1 (stereo unspecified)
1.3	N#Cc1ccc(CSc2nnc(-c3ccccn3)n2-c2ccccc2)cc1
-4.7*	CC1CC(C)(C)N2C(=O)C3(Nc4ccccc4S3)c3cccc1c32 (stereo unspecified)
-0.69	C/C(O)=C\c1nc(=O)c2c(C)cc(C)nc2n1-c1ccccc1
-0.96	Clc1ccc(COn2nnc3ccccc32)c(Cl)c1
-0.57	Cc1ccc(C(=O)NCCN2C3=NC[C@@H](Cc4ccccc4)N3C[C@H]2Cc2ccc(O)cc2)cc1Br
-0.69	CN(CCO)CC(O)Cn1cnc2c1c(=O)n(C)c(=O)n2C (stereo unspecified) (tested in a mixture with another compound)
-3.8	O=C(Nc1cccc(O)c1)c1cnn2cccnc12
0.95	Cc1nc2ccccc2c(=O)n1CCCn1ccnc1
1.9	O=C(NC1CC1)C1=C[C@@H](C2CCCCC2)C[C@@H](OCCCCO)O1
-0.029	COc1ccccc1-n1c(SCC(=O)NC2CCCC2)nc2cccnc21
0.5	CNC(=O)COC(=O)c1cc2c(C)nn(-c3ccc(F)cc3)c2s1
1.4	CC1(C)CC(=O)c2cc(C(=O)NCc3ccco3)c(=O)n(-c3ccc(Cl)cc3)c2C1
-2.5	CC(C)Cn1c(-c2cccs2)nc2ccccc21
-0.86	CC(C)(NC(=O)N1CCOCC1)c1cccc(C(C)(C)NC(=O)N2CCOCC2)c1
-0.76	COc1ccc(COC(=O)c2n[nH]c3ccccc23)cc1F
-1.1	COc1ccc2c(c1)N(C)/C(=C1/SC(=NCc3ccccc3)N(c3ccccc3)C1=O)S2
0.78	O=C(CSc1nc2ccccc2s1)NC1CCS(=O)(=O)C1 (stereo unspecified)
0.57	CCS(=O)(=O)N1CCC(C(=O)N2CCOCC2)CC1
0.41	COc1ccc(-c2nnc(SCC(=O)N3CCCC3)o2)cc1OC
0.5	CC(C)C(=O)Nc1ccnc(-c2cccnc2)n1
0.43	Cc1cc(=O)[nH]c(SCn2nnc3ccccc3c2=O)n1
-0.046	COc1cc2nc(CN(C)Cc3nc4ccccc4c(=O)[nH]3)[nH]c(=O)c2cc1OC
-7*	Cc1ccc2c(c1)N(CC(=O)N(Cc1ccccn1)Cc1ccco1)C(=O)C(C(C)C)O2 (stereo unspecified)
-3.5	COC(=O)C1C(c2ccccc2)C(C(=O)OCc2ccco2)C1c1ccccc1 (stereo unspecified)

# (cont.)
Cav32 inh	SMILES
0.34	O=C(NC1CCCCCC1)c1cccc(N2CCCC2=O)c1
-0.6	O=C(c1ccco1)N1CCN=C1SCc1c(F)cccc1Cl
1.7	CC1=C(C(=O)OCc2ccccc2)C(c2cccc([N+](=O)[O-])c2)NC(=O)N1CCCCCC(=O)O (stereo unspecified)
0.64	CS(=O)(=O)N(Cc1ccccc1)c1ccc(C(=O)NCC2CCCO2)cc1 (stereo unspecified)
-0.029	CCCC1(C(=O)OCC)NC(c2ccc(N(C)C)cc2)C2C(=O)N(c3ccc(OCC)cc3)C(=O)C21 (stereo unspecified)
-0.15	O=c1cccc(-c2ccccc2)[nH]1
-0.0081	Oc1ccc(C=Nc2cccc3ncccc23)c(O)c1
-0.99	CCOC(=O)c1cc2n(c1C)-c1ccccc1C2=O
-1.8	CCCn1c2c(c(O)c(C(=O)Nc3ncccc3C)c1=O)CCCC2
-5.7*	O=C(Nc1ccc(N2CCCC2)cc1)c1cccc(F)c1
1.2	CC(C)C[C@H](NC(=O)c1nc[nH]c1C(=O)N1CCN(C(=O)OC(C)(C)C)CC1)C(=O)OC(C)(C)C
0.66	CCOC(=O)c1ccc(N2C(=O)c3n[nH]c(C)c3C2c2cccnc2)cc1 (stereo unspecified)
-1.5	COc1cccc(C(=O)NCc2nnc(SCC(=O)Nc3nccs3)n2-c2cccc(C)c2)c1
0.11	COc1ccc(N(Cc2cc3cc(OC)ccc3[nH]c2=O)C(=O)c2cccnc2)cc1
-0.27	O=C(CN1CCN(c2ccccn2)CC1)Nc1ccc(Cl)c(C(F)(F)F)c1
-0.77	COc1ccc2nc(SCC(=O)N3CCCCCC3)c(C#N)cc2c1
-1.7	CC(C)CC(=O)Nc1ccccc1-c1nnn(CC(=O)N2CCc3ccccc3C2)n1
0.71	CCN(CCNC(=O)c1ccc2nc(-c3ccccc3NC(C)=O)c(=O)[nH]c2c1)c1ccccc1
0.35	Cc1cc2nnc(SCC(=O)N3CCN(c4ccccc4)CC3)n2c(N)n1
0.025	CN1C(=O)NC2C1N(S(C)(=O)=O)CCN2S(C)(=O)=O (stereo unspecified)
1.3	CCOc1cc(C2C(C(=O)c3ccc(C)cc3)=C(C(=O)OC)Nc3nnnn32)ccc1O (stereo unspecified)
0.66	CCC(C)[C@H](NC(=O)NCCCc1ccccc1)C(=O)OC (stereo partly specified)
0.68	CC12CCC(c3nnc(SCC(=O)Nc4cccc5ccccc45)nc31)C2(C)C (stereo unspecified)
-2	Nc1cc(N)nc(SCc2cc(=O)oc3cc4c(cc23)CCC4)n1
0.21	CC(C)(C)N1CC(c2nc3ccccc3n2Cc2ccccc2)CC1=O (stereo unspecified)

# Rewritten bar-delimited: part of the list above.
mol | Cav32 inh
CN1C(=O)NC2C1N(S(C)(=O)=O)CCN2S(C)(=O)=O (stereo unspecified) | 0.025
CCOc1cc(C2C(C(=O)c3ccc(C)cc3)=C(C(=O)OC)Nc3nnnn32)ccc1O (stereo unspecified) | 1.3
CCC(C)[C@H](NC(=O)NCCCc1ccccc1)C(=O)OC (stereo partly specified) | 0.66

# Carrying on:
Cav32 inh	SMILES
0.4	Cc1ccc(C)c(C(=O)NCc2ccncc2)c1
-5.6*	COc1ccc(-c2nnc(SCC(=O)N3c4ccccc4Sc4ccccc43)o2)cc1
0.43	C=CCn1c(=O)c2ccccc2n2c(SCC(N)=O)nnc12
-2.2	COC(=O)c1ccc(CSc2nnnn2-c2ccc(C)cc2C)o1
-1.2	O=C(NCCn1cc(SCc2ccccc2F)c2ccccc21)c1c(F)cccc1F
0.35	COc1ccc(/C=N/NC(=O)C(=O)NCc2cccnc2)cc1OC
0.91	CCN(CC)C(=O)c1scc2c1OCCO2
0.23	Cc1nc(NC(=O)C2CC2)sc1C(=O)N1CCCCC1
0.074	CCn1cc(C2=NOC(C(=O)Nc3cc(OC)c(Cl)cc3OC)C2)c(C)n1 (stereo unspecified)
1.6	COC(=O)C1=C(C)N(c2ccc(F)c(Cl)c2)C(=O)C1
-0.068	Cc1ccc(-c2noc(C3CCCN(C(=O)C4CCCCC4)C3)n2)o1 (stereo unspecified)
-4.1	N#CCCn1nc(-c2ccccc2)cc1Nc1ccccc1NC(=O)c1cccs1
0.14	CCN(CC)CCN=CC1=C(O)CNC1=O
-0.36	COC(=O)CN(c1ccc(F)cc1)S(=O)(=O)c1ccccc1
0.9	CC1=Nc2ccc(C)cc2N(Cc2ccccc2)C(=O)C1
0.71	COc1ccc(NC(=O)C2CCCN2S(=O)(=O)c2cccc3cccnc23)c(OC)c1 (stereo unspecified)
-0.047	CCOC(=O)C1Cc2ccccc2C(=O)O1 (stereo unspecified)
1.2	COc1cccc(-c2nn3c(-c4cc(C)[nH]n4)nnc3s2)c1
0.057	COc1cccc(C2/C(=C(/O)c3ccc(F)cc3)C(=O)C(=O)N2CCN(C)C)c1 (stereo unspecified)
0.43	O=C1CC2(CCCC2)Oc2ccc(F)cc21
-2.1	O=C(NCc1ccc(Cl)cc1)c1ccc(COCC(F)(F)F)o1
-0.021	CCOc1cc(/C=C(/C#N)c2nc3ccccc3[nH]2)ccc1Oc1ccc([N+](=O)[O-])cn1
-0.2	N#Cc1nc(-c2ccco2)oc1NCc1cccnc1
1.2	CCn1c(=O)cc(SCC(=O)N2CCCCC2)c2ccccc21
-1.9	Cn1ccnc1SCC(=O)NC12CC3CC(CC(C3)C1)C2
-0.018	Cc1cc(=O)oc(C)c1C(=O)NCc1ccccn1
0.22	COc1ccc(-c2coc3cc(O)ccc3c2=O)cc1O
0.011	O=C1CC(=C2c3ccccc3-c3ccccc32)C(=O)N1CCCCN1CCN(c2ccccc2)CC1
0.4	Cc1nc(S(=O)(=O)NC2CCCCC2)c(C#N)c(C)c1Cl
-1.2	O=[N+]([O-])c1ccc(Cl)cc1Sc1nc2ccccc2o1
-0.98	Cc1cc(C)n(-c2ccc(C(=O)OCC(=O)Nc3ccc(S(=O)(=O)N4CCCCC4)cc3)cc2)n1
-0.84	COc1ccc(Cl)cc1C(=O)Nc1cc(=O)n(C)c(=O)n1C
0.58	COc1ccc2c(c1)CCc1c(C(=O)Nc3cc(C)n(Cc4ccc(Cl)cc4)n3)noc1-2
-0.53	COc1ccc(-c2nnn(CC(=O)N(CC(=O)NC3CCCC3)Cc3cccs3)n2)cc1OC
-0.26	Cc1cc(C)c(NC(=O)Cn2c(=O)n(Cc3ccco3)c(=O)c3ccccc32)c(C)c1
0.42	COc1cc(C(=O)N2c3ccccc3CC2C)cc(OC)c1OC (stereo unspecified)
0.06	CCOc1ccc(CCNC(=O)c2ccc(N3CCCC3=O)cc2)cc1OCC
-0.46	Oc1[nH]c2ccccc2c1C1=NCCCC1
-2	COc1ccc(C)cc1NC(=O)CSc1nnc(COc2ccc(Cl)cc2)n1Cc1ccco1
-5.7*	O=S(=O)(Nc1cc(Cl)ccc1N1CCCCC1)c1cccs1
0.51	COC(=O)c1ccc(COC(=O)C23CC4CC(CC(O)(C4)C2)C3)o1
2	COc1ccc(C(=O)Cc2ccc(OC)c(OC)c2)c(OC)c1
0.41	O=c1[nH]cnc2c1ncn2[C@@H]1O[C@H](CO)[C@@H](O)[C@H]1O
0.68	COC(=O)c1cnn2c(C(F)(F)F)cc(-c3ccccc3)nc12
-4.2*	Cc1nonc1OCC(C)(COc1nonc1C)NC(=O)c1ccc(Cl)cc1
-0.1	CCOC(=O)CNC(=O)CNC(=O)Cn1ccc2ccccc2c1=O
-9.3*	CCCCCCc1cc2cc(C(=O)NC)c(=N)oc2cc1O
-1.4	COc1ccc(-c2nc3cc(NC(=O)Cc4ccc(OC)c(OC)c4)ccc3o2)cc1
0.4	Cc1ccc(S(=O)(=O)N2CCC(=O)N(CCOCc3ccccc3)CC2)cc1
0.7	Cc1ccn2cc(CCNS(=O)(=O)c3ccc4c(c3)OCCO4)nc2c1

# Rewritten with each value named: entries from further up.
> CCOc1ccc(CCNC(=O)c2ccc(N3CCCC3=O)cc2)cc1OCC
- Cav32 inh = 0.06
> Oc1[nH]c2ccccc2c1C1=NCCCC1
- Cav32 inh = -0.46
> COc1ccc(C)cc1NC(=O)CSc1nnc(COc2ccc(Cl)cc2)n1Cc1ccco1
- Cav32 inh = -2
> O=S(=O)(Nc1cc(Cl)ccc1N1CCCCC1)c1cccs1
- Cav32 inh = -5.7*

# More entries follow.
Cav32 inh	SMILES
-0.13	Cc1ccc(C(c2nnnn2C2CCCCC2)N2CCN3CCCC3C2)cc1 (stereo unspecified)
-0.73	Cc1ccsc1C=C1C(=O)c2ccccc2C1=O
0.0018	COC(=O)c1[nH]c2ccccc2c1NC(=O)CN1CCN(Cc2ccc3c(c2)OCO3)CC1
0.0034	Cc1nc2scc(-c3ccccc3)c2c(=O)n1/N=C/c1ccco1
-0.99	Cc1ccccc1NC(=O)OCc1cn(-c2ccc(Cl)cc2)nn1
-0.45	CCN1C(=O)/C(=C/C=C2/SCCN2C)SC1=S
-2.8	CCOc1ccc(NC(=O)CSc2nnc(Cc3cccn3C)n2-c2ccc(OC)cc2)cc1

# A run of entries of the results above:
Cav32 inh	SMILES
-0.45	CCN1C(=O)/C(=C/C=C2/SCCN2C)SC1=S
-2.8	CCOc1ccc(NC(=O)CSc2nnc(Cc3cccn3C)n2-c2ccc(OC)cc2)cc1

# Screening data deposited in PubChem by Vanderbilt High Throughput Screening Facility.

# This is a subset; rates above refer to the full screens.
